H69AR inhibit: blocks growth of human H69AR lung tumor cells. actives 6% (n = 85,000). H69AR lung tumor viability, ATP luminescence, 72 h; active compounds read low. viability, % at 10 µM;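 active = viability at or below 40%; inactive = viability above 40%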;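 note: multidrug resistant small cell line overexpressing MRP-1 efflux transporter; 100% = mean luminescence of untreated control wells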
Lung fibro prol: blocks proliferation of human lung fibroblasts. viability, % at 10 µM. actives 1.1% (n = 85,000). AID 719. LL 47 human lung fibroblast viability, ATP luminescence; active compounds read low;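 active = viability at or below 50% in the single dose screen; inactive = viability above 50%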;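 note: compound exposure lasted 72 h before the ATP readout; 100% = median luminescence of untreated cell-only wells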
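Material: Human LL 47 lung fibroblast cells | Input: 1,150 cells/well | Buffer or medium: IMEM plus 15% FBS | Compound dosing: 0.1% DMSO in all compound wells | Times: Overnight cell rest, 72 h compound treatment at 37 °C | Signal: CellTiter-Glo luminescence measuring cellular ATP | Measure: % viability versus median cells-only luminescence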
HUVEC inhibit: blocks proliferation of human endothelial cells. HUVEC proliferation, CellTiter-Glo luminescence, 72 h; active compounds read low. viability, % at 10 µM (by protocol). actives 1.1% (n = 86,000). AID 648;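 active = viability at or below 30%; inactive = viability above 30%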;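 note: 100% = median luminescence of DMSO-only cell control wells on each plate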
ERa coact inh: blocks coactivator binding to human estrogen receptor alpha | P03372 | TR-FRET ER-alpha LBD / SRC-1 peptide, estradiol-bound | inhibition, % at 25.6 µM | actives 1.7% (n = 86,000) | AID 629; in the data active = inhibition above about 50%;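 note: 0% = receptor plus peptide control and 100% = peptide only without receptor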
Target sequence (P03372 whole entry, looked up, the tested form may be a part): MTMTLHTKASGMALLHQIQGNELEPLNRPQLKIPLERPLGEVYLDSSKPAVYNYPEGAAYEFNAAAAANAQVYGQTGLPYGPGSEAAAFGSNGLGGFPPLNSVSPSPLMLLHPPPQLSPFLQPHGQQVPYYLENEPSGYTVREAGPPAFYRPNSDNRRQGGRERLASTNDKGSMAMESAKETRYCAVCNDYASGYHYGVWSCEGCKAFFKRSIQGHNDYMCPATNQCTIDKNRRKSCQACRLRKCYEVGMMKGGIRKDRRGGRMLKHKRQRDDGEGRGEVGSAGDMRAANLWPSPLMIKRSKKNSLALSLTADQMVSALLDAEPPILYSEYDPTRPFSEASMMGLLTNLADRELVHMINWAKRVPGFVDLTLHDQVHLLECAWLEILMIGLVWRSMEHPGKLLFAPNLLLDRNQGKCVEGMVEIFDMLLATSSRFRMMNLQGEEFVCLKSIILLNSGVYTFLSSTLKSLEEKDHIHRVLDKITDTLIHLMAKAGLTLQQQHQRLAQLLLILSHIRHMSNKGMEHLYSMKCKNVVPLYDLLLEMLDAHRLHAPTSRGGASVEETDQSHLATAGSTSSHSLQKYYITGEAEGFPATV
sEH act: increases human soluble epoxide hydrolase activity. P34913. purified human sEH enzymatic activity, activator screen. activation, % at 2 µM. actives 0.04% (n = 91,000). AID 717; in the data active = activation above about 37%; note: values of inactives mirror those of a sister screen read the other way
ERb coact inh: ER-beta (human) coactivator binding inhibition | inhibition, % at 25.6 µM | Q92731 | actives 1.3% (n = 86,000) | TR-FRET ER-beta LBD / SRC1-Cy5 peptide binding; receptor agonist-loaded with 1 µM estradiol;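 active = compounds whose percent inhibition of the receptor-coactivator binding signal exceeds about 50% in the single-dose screen, limit read from the data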;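 note: 0% = receptor plus peptide wells without compound and 100% = peptide-only wells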
ERa coact pot: ER-alpha (human) coactivator binding potentiation; coactivator binding (% of control), % at 25.6 µM; P03372; actives 1.3% (n = 86,000); AID 639; TR-FRET ERalpha-LBD/SRC-Cy5 coactivator binding, 2 h; 100 = basal binding, no effect; in the data active = activity above about 200%;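 note: binding measured in presence of low estradiol as agonist stimulus; 0% = peptide alone without receptor and 100% = receptor with peptide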
Smad3 FoxH1 inh: blocks human Smad3 binding to FoxH1 peptide. TR-FRET Smad3/Dy647-FoxH1 peptide binding, europium anti-His. inhibition, % at 25 µM. actives 0.29% (n = 88,000). P84022;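 active = compounds that reduce the energy-transfer binding signal between the protein and its labelled peptide by more than half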;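 note: 0% = Smad3 plus labelled peptide maximal FRET and 100% = peptide-only background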
Target sequence (P84022 whole entry, looked up): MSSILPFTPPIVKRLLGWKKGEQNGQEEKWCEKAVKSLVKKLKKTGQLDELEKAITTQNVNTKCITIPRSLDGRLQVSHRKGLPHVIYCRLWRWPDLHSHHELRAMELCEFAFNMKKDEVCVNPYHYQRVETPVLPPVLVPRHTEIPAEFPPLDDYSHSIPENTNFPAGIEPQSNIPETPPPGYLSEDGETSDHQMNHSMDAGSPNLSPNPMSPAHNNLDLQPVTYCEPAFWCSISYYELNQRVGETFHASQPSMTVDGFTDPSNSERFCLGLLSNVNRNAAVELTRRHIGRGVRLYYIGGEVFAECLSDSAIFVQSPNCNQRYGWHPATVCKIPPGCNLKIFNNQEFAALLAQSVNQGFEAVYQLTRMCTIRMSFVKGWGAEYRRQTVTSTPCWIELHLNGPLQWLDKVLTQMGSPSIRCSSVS
Calb biofilm kill: kills Candida albicans biofilms | C. albicans biofilm + clotrimazole, Alamar Blue | actives 0.14% (n = 85,000) | inhibition, % at 6 µM;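 active = inhibition above 20%; inactive = inhibition below 20%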;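 note: preformed 24 hr biofilms exposed to compound for 48 hr; 0% = biofilm without compound and 100% = blank killed by clotrimazole plus chlorhexidine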
Starred values were filed as active, the others as inactive; · = no result given; [ ] = remark or other dose. An excerpt; rates above refer to the full screens.

Sample of the layout (two entries):
SMILES	H69AR inhibit	Lung fibro prol	HUVEC inhibit	ERa coact inh	sEH act	ERb coact inh	ERa coact pot	Smad3 FoxH1 inh	Calb biofilm kill
CCn1c(SCC(=O)NCc2ccco2)nnc1-c1cccs1	84	93	100	12	0	17	91	-9	·
COc1ccc2[nH]c(=O)c(-c3noc(-c4ccc(F)cc4)n3)cc2c1	106	105	90	73*[fluorescence artefact?]	·	64*[fluorescence artefact?]	157	30	2

This part in full, from the start:
SMILES	H69AR inhibit	Lung fibro prol	HUVEC inhibit	ERa coact inh	sEH act	ERb coact inh	ERa coact pot	Smad3 FoxH1 inh	Calb biofilm kill
CCn1c(SCC(=O)NCc2ccco2)nnc1-c1cccs1	84	93	100	12	0	17	91	-9	·
COc1ccc2[nH]c(=O)c(-c3noc(-c4ccc(F)cc4)n3)cc2c1	106	105	90	73*[fluorescence artefact?]	·	64*[fluorescence artefact?]	157	30	2
COc1ccc(Nc2cc(=O)n(C3CCCCC3)c(=O)[nH]2)c(OC)c1	52	85	86	-5	5	-4	107	3	-1
Cc1ccc(S(=O)(=O)N2C(=O)CCC2C(=O)NCc2ccco2)cc1 (stereo not drawn)	99	92	82	-12	6	-4	114	2	6
O=C(CCCc1c[nH]c2ccccc12)N1CCOCC1	93	93	101	-5	0	-1	114	12[fluorescence artefact?]	7
Cc1ccc(C2OCC3(CO)COC(c4ccc(C)cc4)N23)cc1 (stereo not drawn)	74	92	104	-8	1	-5	102	-1	3
CCOc1c(Cl)cc(C2NC(=O)NC(C)=C2C(=O)NCc2ccccc2)cc1OC (stereo not drawn)	91	93	81	-3	4	-17	98	-1[fluorescence artefact?]	3
Clc1ccc(OCCSc2ncccn2)c2ccccc12	90	99	86	-4	8	1	84	1	8
N=C1C(c2nc(-c3ccc(Cl)cc3)cs2)=C(O)CN1CCCN1CCOCC1	62	107	10.0*	48[fluorescence artefact?]	-13	29[fluorescence artefact?]	143[fluorescence artefact?]	7	6
CCN(CC)CCOC(=O)C12CC3CC(CC(C3)C1)C2	97	109	103	10	19	11[fluorescence artefact?]	87	-9	11
CCOC(=O)c1sc(C)c2c1NC(C)(c1ccccc1)NC2=O (stereo not drawn)	76	92	114	1	-5	12	87	0	5
CCCCCCCCCOC(=O)C(CC(=O)O)N1CCOCC1 (stereo not drawn)	76	97	84	-1	10	2	112	9	2
COc1ccc(C2CC(c3ccc(Cl)cc3Cl)Nc3nc(N)nn32)cc1OC (stereo not drawn)	105	91	97	5[fluorescence artefact?]	·	-1[fluorescence artefact?]	105	-1	2
Cc1ccc(C(C(=O)NC2CCCC2)N(Cc2ccco2)C(=O)CCC(=O)Nc2cc(C)on2)cc1 (stereo not drawn)	67	98	93	-6	-7	-2	91	3	6
O=c1cnc2ccccc2n1CC1CCCCC1	80	96	96	3	11	4	107	0	8
CCOC(=O)C1C(=O)C=C(c2ccc(C)cc2)CC1c1ccco1 (stereo not drawn)	107	102	125	2	6	-6	95	9	-2
Cc1ccc(C2CC(c3cccs3)=NN2C(=O)c2ccc(Br)o2)cc1 (stereo not drawn)	111	92	89	13	-50	-8	138	-6	20
CC(=O)c1c(C)[nH]c(C(=O)CSc2nc3ccccc3c(=O)n2CCCN2CCOCC2)c1C	66	81	86	5	-5	12[fluorescence artefact?]	105	3	7
O=C(C1CCCN(S(=O)(=O)c2cccc3cccnc23)C1)N1CCc2ccccc21 (stereo not drawn)	58	89	86	-3	·	6	93	2	6
Cc1ccc(C2CC2C(=O)NNC(=S)Nc2cccc(Cl)c2)cc1 (stereo not drawn)	17*	91	69	-3	7	-4	86	17	7
Cc1ccc(NC(=O)CSc2nnc(CN3CCOCC3)n2-c2ccccc2)cc1	98	102	103	2[fluorescence artefact?]	3	6	105	-16	5
Cc1ccc2c(n1)sc1c(N)ncnc12	64	105	85	45[fluorescence artefact?]	-6	5[fluorescence artefact?]	131[fluorescence artefact?]	11	1
CCOc1cc2[nH]c(=O)n(Cc3ccc(C(=O)NCCOC)cc3)c(=O)c2cc1OCC	90	99	96	13	·	6[fluorescence artefact?]	106	-4	-8
COc1cc(OC)cc(-c2nc(-c3cc4cc(C)ccc4nc3OC)no2)c1	82	91	84	11[fluorescence artefact?]	-18	37[fluorescence artefact?]	175[fluorescence artefact?]	21[fluorescence artefact?]	5
CC(=O)Oc1ccc(C(C)=O)c2c1OCCO2	90	91	82	7	2	4	85	4	7
(further entries)
SMILES	H69AR inhibit	Lung fibro prol	HUVEC inhibit	ERa coact inh	sEH act	ERb coact inh	ERa coact pot	Smad3 FoxH1 inh	Calb biofilm kill
CCN(CC)S(=O)(=O)c1ccc(Oc2cccc(C(C)=O)c2)nc1	76	104	105	-7	·	-11	115	10	7
CC(=O)Oc1cccc(N2C(=O)C3C4C=CC(C4=C(C)C)C3C2=O)c1 (stereo not drawn)	101	106	109	3	-6	0	116	6	3
COc1ccccc1C(=O)NC(CCSC)C(=O)NCC(c1ccco1)N(C)C (stereo not drawn)	99	98	94	-55	7	4	107	4	2
CCn1c2ccccc2c2nnc(SCC(=O)NCCOC)nc21	101	91	95	-12	6	-4	114	4	5
CCn1c(=O)cc(OCC(=O)Nc2ccc(C)cn2)c2ccccc21	97	87	81	1	·	-2	81	7	-2
CCN1CCN(c2nc3ccccc3nc2C(C#N)S(=O)(=O)c2ccc(C)cc2)CC1 (stereo not drawn)	105	96	93	1	-4	1	109	8	6
Cc1ccc(S(=O)(=O)NCC(=O)OCN2C(=O)c3ccccc3C2=O)cc1	102	105	105	-4	7	2	128	4	1
O=C1c2ccccc2C(=O)N1CCCN1CCN(CCCN2C(=O)c3ccccc3C2=O)CC1	91	106	109	5	-1	25	108	-12	1
O=C(CN1CCOc2ccccc21)N1CCN(c2cccc(Cl)c2)CC1	82	94	99	9	0	3	92	6	3
O=C(NCc1ccc(F)cc1)C1CCCN(C(=O)Nc2ccccc2)C1 (stereo not drawn)	87	97	94	-10	4	-10	112	10	5
CC(=O)Nc1cc(-c2nn3c(C)nnc3s2)ccc1C	95	98	99	-11	-6	-3	113	-7	2
CCCCCCNC(=O)Cc1c(O)c2ccccc2[nH]c1=O	95	91	96	-1	-22	-6	117	8	1
Cc1cc(C)n(-c2nc(NCC(C)O)c3c4c(sc3n2)CCCC4)n1 (stereo not drawn)	107	86	84	-4	-4	-1	93	-10	8
CCOC(=O)C1=C(C)NC(=O)NC1c1ccc(Cl)cc1Cl (stereo not drawn)	104	100	98	10[fluorescence artefact?]	-12	-4	106	2[fluorescence artefact?]	6
Cc1csc(NC(=O)CSc2nnc(-c3ccoc3C)o2)n1	101	102	100	-30	14	0	120	-3	7
C=CCn1c(O)c(N=NC(=S)Nc2cccc(C)c2)c2ccccc21	22*	52	48	·	·	·	·	·	6
COC(=O)c1cccc(NC(=O)C2COc3ccccc3O2)c1 (stereo not drawn)	96	107	96	-2	-4	-2	96	2	6
COc1ccc(-n2c(Cc3cccn3C)nnc2SCC(=O)Nc2cccc(NC(C)=O)c2)cc1	102	99	98	-5	·	-5	93	0	1
CC(Cc1ccccc1)N/C=C1\CC(=O)NC1=O (stereo not drawn)	90	103	87	0	0	-15	115	16	3
Cc1ccc(S(=O)(=O)Cn2nnnc2C(C(C)C)N2CCSCC2)cc1 (stereo not drawn)	98	99	107	0	-7	5	91	5	3
CCCN(CCC)CC(=O)NCC1(c2ccccc2)CCOCC1	102	99	98	0	-8	1[fluorescence artefact?]	110	2[fluorescence artefact?]	7
Cc1cc(Br)ccc1OCC(=O)N(Cc1nc(-c2ccccc2)no1)C(C)C	82	91	88	-4	6	-9	104	-1	8
CCC1CCCCN1CC(=O)Nc1cc(C)nn1-c1nc(C)cc(C)n1 (stereo not drawn)	19*	81	72	0	-13	-1[fluorescence artefact?]	128	6	6
Cc1ccc(OCc2nnc(SCC(=O)N3CCc4ccccc43)n2C)cc1	100	96	89	-2	-7	-1	119	-8	9
CS(=O)(=O)c1sc2nc(-c3cccs3)cc(-c3ccccc3)c2c1N	67	95	87	15	2	20	69	12[fluorescence artefact?]	10

ERa coact inh: entries above that show a hit.
Molecule	ERa coact inh	sEH act	ERb coact inh	ERa coact pot	Smad3 FoxH1 inh
COc1ccc2[nH]c(=O)c(-c3noc(-c4ccc(F)cc4)n3)cc2c1	73*[fluorescence artefact?]	·	64*[fluorescence artefact?]	157	30

Looked up by compound from the entries so far (two):
SMILES	H69AR inhibit	Lung fibro prol	HUVEC inhibit	ERa coact inh	sEH act	ERb coact inh	ERa coact pot	Smad3 FoxH1 inh	Calb biofilm kill
O=C1c2ccccc2C(=O)N1CCCN1CCN(CCCN2C(=O)c3ccccc3C2=O)CC1	91	106	109	5	-1	25	108	-12	1
COc1ccc(-n2c(Cc3cccn3C)nnc2SCC(=O)Nc2cccc(NC(C)=O)c2)cc1	102	99	98	-5	·	-5	93	0	1

Going on with the list.
SMILES	H69AR inhibit	Lung fibro prol	HUVEC inhibit	ERa coact inh	sEH act	ERb coact inh	ERa coact pot	Smad3 FoxH1 inh	Calb biofilm kill
O=C(NCc1cccnc1)c1ccc(S(=O)(=O)N2CCOCC2)cc1	103	113	113	-1	·	-11	101[fluorescence artefact?]	3	8
CCC(C)NC(=O)CC1Oc2ccc(Cl)cc2NC1=O (stereo not drawn)	95	100	94	4[fluorescence artefact?]	4	-3[fluorescence artefact?]	90	-5	0
CC(C)(C)c1csc(N(CCC#N)CCC#N)n1	80	95	98	4	0	-5	112	3	3
C/C(=C\c1ccccc1)C(=O)Nc1cc(C)on1	91	113	94	7[fluorescence artefact?]	-3	-1[fluorescence artefact?]	115	10[fluorescence artefact?]	6
Cc1ccc2cccc(S(=O)(=O)NC3CCS(=O)(=O)C3)c2n1 (stereo not drawn)	89	103	100	-5	0	3	101	-2	·
COc1ccc(C(=S)N2CCCC2)cc1C	93	97	91	-9	-4	-9	114	-10	6
Cc1ccc(C2CC(c3cccc(Br)c3)Nc3nnnn32)cc1 (stereo not drawn)	83	100	92	-11	-9	-22	86	7	7
CC1CCCC(C)N1C(=O)CSc1nnc(NC(=O)c2cccs2)s1 (stereo not drawn)	98	99	94	-1[fluorescence artefact?]	·	-9	130[fluorescence artefact?]	10	7
Cn1c(CNc2nc(-c3ccccc3)cs2)nnc1SCC(=O)c1ccccc1	79	101	88	-8[fluorescence artefact?]	3	-15	98	0	0
COc1ccccc1N1CCN(S(=O)(=O)c2ccc(F)cc2)CC1	92	95	85	6	-43	9	105	2	6
O=C(NCc1ccco1)c1ccc(S(=O)(=O)N2CCOCC2)cc1	95	99	91	70*[fluorescence artefact?]	-7	56*[fluorescence artefact?]	37[fluorescence artefact?]	-8	8
CC(=O)Nc1cccc(NC(=O)C2CC(=O)N(c3ccc(C)cc3)C2)c1 (stereo not drawn)	100	95	103	-4	-6	3	85	7	0
COc1cc(OC)cc(C(=O)N2CCN(Cc3cccc(F)c3)CC2)c1	93	103	103	3	-4	5[fluorescence artefact?]	99[fluorescence artefact?]	2	6
CN(C)S(=O)(=O)c1ccc(/C(O)=C2/C(=O)C(=O)N(CCN3CCCCC3)C2c2cccnc2)cc1 (stereo not drawn)	84	103	95	-5	·	-2	118	7	3
CCN(CC)S(=O)(=O)c1cccc(C(=O)N2CC(O)CC2C(=O)O)c1 (stereo not drawn)	92	103	105	-35	11	-10	113	4	1
CN1CCCC(OC(=O)c2cc(Cl)ccc2Cl)C1 (stereo not drawn)	89	103	96	-7	·	-9	93	2	·
COc1ccc(NC(=O)C2CCCN(C(=O)NC3CCCCC3)C2)cc1OC (stereo not drawn)	97	106	98	-3[fluorescence artefact?]	-36	0	116[fluorescence artefact?]	5[fluorescence artefact?]	6

From PubChem
